# PfM18AAP inh: blocks P. falciparum M18 aspartyl aminopeptidase; recombinant PfM18AAP, H-Glu-NHMec fluorogenic cleavage; inhibition, % at 7.35 µM; 1.2% of 290,000 active;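 active means inhibition above the campaign mean inhibition over all tested compounds plus 3 SD, cut at about 28% in these data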;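 further: 0% = plate median of test compound wells and 100% = 2 mM ZnCl2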
# OXTR potentiate: potentiators of human oxytocin receptor | P30559 | CHO-OTR cells, Fluo-8 calcium fluorescence, potentiator mode; 0% = oxytocin EC15, 100% = EC100 | activation, % at 3 µM | 0.061% of 320,000 active;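 active means activation above that plate's cutoff, the mean activation of tested compounds plus 3 SD, cut at about 6.6% in these data, passing the limit was not always enough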;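 further: 100% uses oxytocin at 75 nM as the full agonist control; some results filed as inactive read as strong as hits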
# Target sequence (P30559 whole entry, looked up): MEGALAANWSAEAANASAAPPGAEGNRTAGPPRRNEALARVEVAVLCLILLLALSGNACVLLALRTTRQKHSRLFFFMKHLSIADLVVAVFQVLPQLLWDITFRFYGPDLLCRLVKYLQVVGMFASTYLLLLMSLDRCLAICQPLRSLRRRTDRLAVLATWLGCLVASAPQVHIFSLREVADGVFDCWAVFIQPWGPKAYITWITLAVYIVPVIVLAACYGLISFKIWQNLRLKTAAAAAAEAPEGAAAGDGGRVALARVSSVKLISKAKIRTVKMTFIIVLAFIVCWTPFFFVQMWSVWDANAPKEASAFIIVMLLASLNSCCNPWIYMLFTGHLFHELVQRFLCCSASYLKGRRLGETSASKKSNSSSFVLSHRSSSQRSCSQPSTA
#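 Measured by – Fluo-8 calcium dye fluorescence · Test system – human OTR in CHO cells · Dosing – one concentration, 3.0 µM compound · Controls – EC15 oxytocin alone as 0%, 75 nM oxytocin as 100% · Evaluation – normalized max/min fluorescence ratio, % activation · Timing – 6 min pre-incubation, 100 s read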
# MEKK2 mut-MEK5: signal of MEK5 binding to mutant human MEKK2 PB1 domain. 0.35% of 290,000 active. AID 1530. bead flow cytometry, Alexa488-MEK5 binding to MEKK2 mutant. percent response, % at 10 µM; in the data active means percent response above about 24%, passing the limit was not always enough; further: inactives centre near 1; some results filed as inactive read as strong as hits
# NALP1 inh: inhibitors of NALP1 inflammasome in yeast; S. cerevisiae NALP1/ASC/caspase-1 growth, X-gal OD620, 72 h; inhibition, % at 10 µM; 0.61% of 280,000 active; AID 2071; in the data active means inhibition mostly above about 24%, no sharp cut-off; inactive means mostly below about 32%; further: some compounds called inactive have numbers as strong as hits
# V1R ag counter: counter-screen for oxytocin receptor agonists: human V1a receptor agonists; P37288; CHO-V1R cells, Fluo-8 calcium fluorescence, agonist mode; 0% DMSO, 100% 3 nM vasopressin; activation, % at 3 µM; 0.25% of 320,000 active; AID 2797;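 active means activation above the mean activation of all tested compounds plus 3 SD, per screening run, cut at about 20% in these data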;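 further: signal is peak over basal fluorescence ratio across a 100 second FLIPR read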
# Target sequence (P37288 whole entry, looked up): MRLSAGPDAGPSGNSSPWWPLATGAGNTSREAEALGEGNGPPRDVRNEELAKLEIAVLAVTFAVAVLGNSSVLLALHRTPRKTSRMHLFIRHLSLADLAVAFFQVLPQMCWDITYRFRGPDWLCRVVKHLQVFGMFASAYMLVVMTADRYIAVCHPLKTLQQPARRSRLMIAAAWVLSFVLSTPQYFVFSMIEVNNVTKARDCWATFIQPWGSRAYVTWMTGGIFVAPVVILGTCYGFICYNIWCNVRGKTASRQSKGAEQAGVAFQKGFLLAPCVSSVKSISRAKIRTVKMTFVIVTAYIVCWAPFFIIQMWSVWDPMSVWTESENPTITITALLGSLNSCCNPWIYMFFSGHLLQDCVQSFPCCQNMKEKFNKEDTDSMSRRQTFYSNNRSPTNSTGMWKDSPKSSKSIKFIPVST
# MEKK2 WT-MEK5: raises or lowers MEK5 binding to wildtype human MEKK2 PB1 domain | Q9Y2U5 | bead flow cytometry, Alexa488-MEK5 binding to MEKK2 WT; actives lie on both sides | binding response (% of control), % at 10 µM | 1.1% of 290,000 active; in the data active means binding response below about 67% or above about 130%
# OXTR agonist: activates the human oxytocin receptor. P30559. CHO-OTR cells, Fluo-8 calcium fluorescence; normalized: DMSO 0%, oxytocin 100%. activation, % at 3 µM. 0.32% of 320,000 active. AID 2435;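 active means activation above the mean of all tested compounds plus 3 SD, cutoff set per screening run, cut at about 20% in these data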;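 further: peak over basal fluorescence ratio from a 100 s FLIPR kinetic read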
# GalR3 antagonist: antagonists of human GalR3. O60755. HEK293 GalR3-CNG cAMP membrane potential fluorescence; galR3 body fused to GalR1 C-terminus. inhibition, % at 3 µM. 0.44% of 360,000 active. AID 651719;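 active means inhibition above the screen-wide average plus 3 SD, cut at about 13% in these data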;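 further: forskolin and galanin both at EC90 stimulate the cells; cAMP rise reported by CNG channel membrane potential dye signal; 0% = forskolin plus galanin with DMSO and 100% = forskolin alone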
# GPR7 antag: blocks human GPR7 receptor signaling | P48145 | GPR7-expressing cells, fluorescence antagonist assay | inhibition, % at 4.4 µM | 1.1% of 290,000 active; in the data active means inhibition above about 16%, passing the limit was not always enough;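 further: cells stimulated with the agonist NPW; 0% = agonist with vehicle and 100% = vehicle without agonist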
# An asterisk follows results filed as active; / = not tested or not shown; & = joins results of further samples.
SMILES,PfM18AAP inh,OXTR potentiate,MEKK2 mut-MEK5,NALP1 inh,V1R ag counter,MEKK2 WT-MEK5,OXTR agonist,GalR3 antagonist,GPR7 antag
COC(=O)c1ccccc1N=Nc1c(C)n[nH]c1C,1,-8,-5,-8,-1.9,100,-0.2,-7,1
CCOc1ccc(S(=O)(=O)N2CCN(C(=O)CN3C(=O)NC(C)(C)C3=O)CC2)cc1,/,1,/,/,0.0,/,0.9,-5,/
O=C(NCCCN1CCCC1=O)c1ccc2c(c1)NC(=O)c1ccccc1S2,4,-6,4,3,1.9,105,-0.5,4,-5
Cc1ccc(OCCNC(=O)c2ccc3ccccc3n2)cc1,-4,-7,-2,12,-0.4,100,-0.9,-9,-21
O=C(NC(=S)NC1CCCCC1)c1ccc(F)cc1,3,-5,-6,16,-0.4,95,-0.6,-3,-18
CCN(CC)S(=O)(=O)c1ccc(/C=C/C(=O)OCC(=O)c2c(N)n(C)c(=O)n(C)c2=O)cc1,-4,-13,0,6,1.3,99,2.9,5,-8
CCCCS(=O)(=O)C(=C1Nc2ccccc2N1)S(=O)(=O)CCCC,-9,-14,5,15,-1.3,99,-2.4,-2,10
O=C(Cn1nnc2ccccc2c1=O)Nc1cc(C(F)(F)F)ccc1N1CCOCC1,-1,-10,-2,23,-0.3,98,0.7,0,2
O=C(CN1CCOCC1)Nc1ccc(Oc2ccc(NC(=O)CN3CCOCC3)cc2)cc1,4,-2,-3,24,0.8,103,0.5,-5,-9
O=C(Nc1cc(C(F)(F)F)ccc1Cl)C(Sc1cccc[n+]1[O-])c1ccccc1 (configuration not stated),9,7,-2,11,-1.1,94,-0.5,2,-4
Cc1ccc(S(=O)(=O)NC(=O)c2cc(C)n(CCCN3CCOCC3)c2C)cc1,-3,-6,/,13,0.1,/,1.4,1,15
CCCCNC(=O)N(O)C1N(/N=C/c2ccco2)C(=S)SC1(C)C (configuration not stated),/,-7,/,/,-0.1,/,-1.3,-2,/
CCOC(=O)C1(CC2CCCCO2)CCN(Cc2c(C)cc(C)cc2-n2cccn2)CC1 (configuration not stated),1,-8,4,10,0.6,98,-1.5,-2,6
CN(C)S(=O)(=O)c1ccc(N2CCCC2)c(C(=O)N2CCN(S(=O)(=O)c3cccc(F)c3)CC2)c1,/,0,/,/,0.0,/,-0.8,-2,/
COc1ccc(NC(=O)OCCN2CCN(Cc3ccccc3)CCC2=O)cc1,1,-8,-1,24,0.6,101,2.7,-3,-3
CC(C)c1nn2c(N)c(/C=C3\C=Nc4ccccc43)c(=O)nc2s1,2,-15,-8,/,0.5,95,1.1,-6,-21
Cc1c(C(=O)Nc2c3c(nn2C(C)(C)C)CS(=O)(=O)C3)cccc1[N+](=O)[O-],3,-3,1,-2,-0.2,101,-0.5,-7,-11
COc1ccc(NC(=O)CSc2n[nH]c(C)c2[N+](=O)[O-])cc1,8,-13,-3,16,0.4,91,1.7,7,22*
CC1CC(C)(C)NC(=S)N1CCC(=O)N1CCc2ccccc21 (configuration not stated),-2,-4,-13,-5,0.2,85,-1.2,-2,-6
Cc1cc(C(=O)C[N+]2(C)CCOCC2)c(C)n1-c1ccc(Br)cc1,6,-10,-1,3,1.5,104,-0.4,-3,-3
O=C(c1ccc(N2CCNCC2)cc1)c1cccnc1,-9,-6,10,-1,1.6,111,2.4,0,-7
CCN(CC)C(=O)CN1CCN(Cc2ccc3c(c2)OCO3)CC1,-3,-24,-2,17,1.0,100,-0.5,-7,-3
CC(Oc1ccc(Cl)cc1Cl)C(=O)NCCCN(C)C (configuration not stated),-1,-3,3,18,0.5,105,-0.2,-1,-1
Cc1ccc(C2(CC(=O)Nc3nccs3)CCOC(C(C)C)C2)cc1 (configuration not stated),-4,-14,17,24,1.0,106,-0.2,-5,-6
COc1ccc(Cc2nc3ccccc3n2CC(=O)N/N=C/c2ccc(C)cc2O)cc1OC,10,3,0,17,1.0,106,2.3,1,-5
CC1(C)CC(CC(=O)O)(c2ccc(F)cc2)CCO1 (configuration not stated),-3,-3,13,-8,-0.4,103,-0.5,-1,-9
C=C(C)Cn1cnc2c(oc3nc4c(cc32)CCCC4)c1=O,-6,-4,-33,25,2.5,69,0.5,-1,-8
Cc1ccccc1C(=O)NNC(=O)c1cccc(Br)c1,4,-6,1,10,0.4,96,0.1,-7,-11
CCOC(=O)c1c(C)cc(=O)oc1C,-1,-10,3,34,0.0,98,0.3,0,2
CCOC(=O)C1=C(C)NC(SCC(N)=O)=C(C#N)C1c1ccncc1 (configuration not stated),9,0,5,-6,0.1,106,0.9,-6&1,-9
Cc1c(C(=O)N2CCC(C)CC2)sc2ncn(CC(=O)N3CCC(C)CC3)c(=O)c12,5,-9,3,3,4.3,107,2.0,-1,-13
COC(=O)Cc1ccc(NC(=S)NCc2ccc(F)cc2)cc1,10,-12,-1,16,2.9,111,-1.3,-9,-14
Cc1sc2nc(SCC(=O)O)[nH]c(=O)c2c1C,-13,-1,-19,-4,0.9,81,0.5,-5,-2
O=C(Cn1nnc(-c2ccc(F)cc2)n1)Nc1ccc2c(c1)OCCO2,1,-14,-1,-11,2.5,100,0.2,-3,-15
NC(=O)N1CCC2(CC1)NC(=O)N(c1ccccc1)N2,4,-12,-14,11,2.9,84,-0.1,4,4
C#CCOCCOCCOCCNc1nc(N2CCN(C(=O)[C@H](CCC(=O)O)n3cc(C(N)Cc4ccc(O)cc4)nn3)CC2)nc(N2CCN(C(=O)[C@H](CCC(=O)O)n3cc(C(N)CC(C)C)nn3)CC2)n1 (some centres not stated),-9,-8,5,-7,-0.1,108,-0.7,/,-8
O=C(C1=C[C@H](c2ccc(Br)cc2)C[C@H](OCCCCO)O1)N1CCOCC1,0,-8,7,-16,-0.1,108,0.5,2,-9
Cc1ccc2nc(SCC(=O)Nc3oc(C)c4c(C)n[nH]c(=O)c34)[nH]c2c1,/,-2,/,/,0.4,/,-0.2,-5,/
COc1ccc(S(=O)(=O)N2CCOC23CCN(S(C)(=O)=O)CC3)cc1,/,-1,/,/,-0.2,/,1.7,-4,/
CN1C=CC=C/C1=C(\C#N)c1nc2ccccc2[nH]1,-2,2,1,-7,-0.3,98,0.8,0,8
O=C(Cn1c(=O)oc2ccccc21)Nc1ccc(Cl)cc1,4,-7,4,58,4.0,98,5.2,-2,-14
Cc1cc(Br)cn2ccnc12,1,5,/,16,0.6,/,1.3,-2,-12
O=C(NCc1ccc(Cl)cc1)C1CCN(S(=O)(=O)c2ccccc2)CC1,-8,-4,-2,-3,3.8,98,1.4,-4,3
Cn1c(=O)c(=O)n(C)c2cc([N+](=O)[O-])c(N3CCOCC3)cc21,0,-3,2,5,0.8,104,0.9,-9,-3
COc1ccc(-c2csc(N(C)C(=O)c3cccs3)n2)cc1,1,-6,3,4,1.1,103,-0.4,8,1
COc1ccc(-n2cccc2C=O)cc1,-3,7,0,20,1.0,105,0.8,2,-12
O=C(CSc1nc2c(sc3ccccc32)c(=O)n1CCc1ccccc1)NCc1ccco1,5,-1,1,7,-0.8,101,-0.8,-2,-9
CC(C)C1N(C(N)=S)N=CC1(C)C (configuration not stated),-8,4,1,4,-0.3,107,0.3,-3,-18

# Record cards (already shown). Order of screens: PfM18AAP inh	OXTR potentiate	MEKK2 mut-MEK5	NALP1 inh	V1R ag counter	MEKK2 WT-MEK5	OXTR agonist	GalR3 antagonist	GPR7 antag
# Shown for COc1ccc(-n2cccc2C=O)cc1 → -3	7	0	20	1.0	105	0.8	2	-12
# Shown for CCOC(=O)C1(CC2CCCCO2)CCN(Cc2c(C)cc(C)cc2-n2cccn2)CC1 (configuration not stated) → 1	-8	4	10	0.6	98	-1.5	-2	6
# Shown for Cc1ccc(OCCNC(=O)c2ccc3ccccc3n2)cc1 → -4	-7	-2	12	-0.4	100	-0.9	-9	-21
# Shown for Cc1ccc(S(=O)(=O)NC(=O)c2cc(C)n(CCCN3CCOCC3)c2C)cc1 → -3	-6	/	13	0.1	/	1.4	1	15

# Next records follow:
SMILES,PfM18AAP inh,OXTR potentiate,MEKK2 mut-MEK5,NALP1 inh,V1R ag counter,MEKK2 WT-MEK5,OXTR agonist,GalR3 antagonist,GPR7 antag
CCN(C[C@H]1N[C@@](C)(C(=O)OC)[C@H]2C(=O)N(C)C(=O)[C@@H]12)C(=O)Nc1ccc(F)cc1,/,3,/,/,0.7,/,1.1,-5,/
CN1CC(=O)N(CC(=O)Nc2cccc3ccccc23)C1=O,/,0,/,/,0.3,/,0.9,-5,/
COc1ccc(S(=O)(=O)N(C)C)cc1NC(=O)CSc1nc(N)cc(N)n1,1,-6,3,-6,-0.8,105,0.7,-7,-2
Cc1ccc(OCC(=O)Nc2c[nH]c(=O)[nH]c2=O)cc1C,-15,-16,-2,-2,0.8,96,-0.1,-4,-2
COc1ccc(S(=O)(=O)N(C)c2ccc(C(=O)N3CCC(C(N)=O)CC3)cc2)cc1,-16,-2,-2,11,0.8,101,-0.3,-2,4
O=C(NC(=S)NCCN1CCOCC1)c1ccccc1Br,0,0,-3,24,0.1,94,-0.7,-4,-9
COc1cccc(C2c3[nH]c4ccccc4c3C[C@H]3C(=O)N(c4ccccc4C(=O)N4CCCC4C(=O)O)C(=O)N23)c1 (some centres not stated),0,3,0,8,-0.1,103,-0.3,-7,-1
COc1ccc(N2CCN(c3cc(C)c4cccc(C)c4n3)CC2)cc1,-21,-3,-11,4,2.9,86,-0.4,5,-6
CCOc1ccccc1NC(=O)CN1CCCCCC1,-3,-6,-2,13,-1.1,93,-2.3,-3,2
CCOC(=O)c1ccc(NC(=O)c2c(NC(=O)CCC(=O)O)sc3c2CCCCC3)cc1,26,-13,5,-19,-0.8,103,-0.4,-4,-12
CCOC(=O)/C(=N\Nc1cc(Cl)ccc1Cl)N1CC(C)OC(C)C1 (configuration not stated),-2,-1,5,/,0.3,108,0.0,0,-6
O=C1CN(C(=O)COC(=O)c2cccc(Br)c2)c2ccccc2N1,/,-4,/,/,0.1,/,1.4,-1,/
CCC(CC)C(=O)NC12CC3CC(CC(C3)C1)C2,-3,-6,-7,13,0.4,101,0.0,1,-12
NC(=O)CC(CC(=O)OCc1ccccc1)c1ccccc1 (configuration not stated),0,-15,2,15,0.5,100,-0.2,-5,-8
Cc1cc(C)c(C)c(S(=O)(=O)N2CCN(C(=O)c3ccc4c(=O)n5c(nc4c3)CCC5)CC2)c1C,/,-7,/,/,-0.1,/,-1.7,-4,/
O=C1c2ccccc2C(=O)N1CCc1nc(-c2ccncc2)no1,2,-2,-6,6,1.6,91,1.7,-3,-7
COc1ccccc1NC(=O)CSC1CC(=O)N(c2ccc3c(c2)OCO3)C1=O (configuration not stated),-13,-4,2,31*,0.4,102,0.2,-5,-6
O=C(O)/C=C\C(=O)Nc1ccc(Oc2ccccc2)cc1,1,-13,0,6,-0.4,92,3.3,-2,-4
CSc1cccc(NS(=O)(=O)c2ccc(-c3coc(C)n3)cc2)c1,-3,-12,-1,26,5.1,100,3.5,-2,2
COc1ccc(Cc2noc(COc3ccc(Cl)cc3)n2)cc1,5,-13,/,-19,-0.3,/,-0.7,-7,-3
CS(=O)(=O)NCCCNc1ccc(C(F)(F)F)cc1[N+](=O)[O-],-9,-4,-2,/,3.4,100,3.8,-3,19
CCN(c1ccc(NC(=O)c2ccc(Cl)nc2)cc1)C(C)C,-1,-9,2,4,-0.6,102,-1.6,-9,9
